MOR-DOR inv ag = inverse agonists of MOR-DOR heterodimerization, primary screen, cell-based, luminescence; Mu-type opioid receptor (Homo sapiens) + Delta-type opioid receptor (Homo sapiens), …; cell-based MOR-DOR heterodimer luminescence, inverse agonism; inhibition, % at 9.3 µM; hit rate 0.21% among 340,000; AID 504357, 2011; in the data active = inhibition above about 22%, passing the limit was not always enough;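 note: 0% = cells with DMSO and 100% = wells without cells with DMSO; values of inactives mirror those of a sister screen read the other way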
PKA-R1A activ = activators of PKA-R1A holoenzyme, primary screen, biochemical, fluorescence polarization, Cy5-IP20, bovine R1A, mouse PKAc; activation, % at 11.4 µM; PKA-R1A dissociation; scaled: DMSO 0%, 113 µM cGMP 100%; hit rate 0.083% among 340,000; cAMP-dependent protein kinase type I-alpha regulatory subunit (Bos taurus) + …; AID 504707, 2011;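 active = percent activation above the mean of all tested compounds plus 3 SD, cut at about 19% in these data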;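 note: higher means more PKAc released from R1A so a rise in polarization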
OPRM1-OPRD1 ag = agonists of OPRM1-OPRD1 heterodimerization, primary screen, cell-based, luminescence. Mu-type opioid receptor (Homo sapiens) + Delta-type opioid receptor (Homo sapiens), …. cells. activation, % at 9.3 µM. hit rate 0.3% among 340,000. AID 504326, 2011; in the data active = activation above about 18%;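 note: 0% = vehicle-treated cells and 100% = reference agonist; values of inactives mirror those of a sister screen read the other way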
PfHsp90 set2 = growth inhibition of PfHsp90-expressing yeast, primary screen, antimalarial PfHsp90 inhibitor project, S. cerevisiae, BacTiter-Glo luminescence, single point, set 2. inhibition, % at 9.4 µM. BacTiter-Glo ATP, 48 h; yeast lacking PDR1 and PDR3 efflux regulators. hit rate 0.32% among 310,000;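 active = every replicate shows inhibition above about 80%, whatever the replicate mean, limit read from the data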;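 note: 0% = DMSO neutral controls and 100% = 20 µM radicicol positive controls; yeast relying on Plasmodium falciparum Hsp90 in place of its own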
HTR5A ag = HTR5A agonists in luminescence cell assay, primary screen, counter-screen for OPRM1-OPRD1 heterodimer agonist project, full-deck HTS; 5-hydroxytryptamine receptor 5A (Homo sapiens), P47898; cell-based; activation, % at 9.3 µM; hit rate 0.61% among 340,000; AID 504692, 2011; in the data active = activation mostly above about 9.5%, no sharp cut-off; inactive = mostly below about 7.6%;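 note: 0% = cells with vehicle only and 100% = reference agonist; strong numbers were not always called active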
HTR5A inv ag = HTR5A inverse agonists in luminescence cell assay, primary screen, counter-screen for OPRM1-OPRD1 heterodimer inverse agonist project, full-deck HTS | hit rate 0.083% among 340,000 | HTR5A cell line, inverse agonism | 5-hydroxytryptamine receptor 5A (Homo sapiens), P47898 | inhibition, % at 9.3 µM; in the data active = inhibition mostly above about 23%, no sharp cut-off; inactive = mostly below about 18%;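 note: 0% = cells with DMSO and 100% = no-cell wells with DMSO; some compounds called inactive have numbers as strong as hits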
AddAB inh = growth inhibition of E. coli expressing H. pylori AddAB, primary screen, AddAB inhibitor project, absorbance; inhibition, % at 11.9 µM; hit rate 0.29% among 330,000; in the data active = inhibition above about 12%;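 note: 0% = vehicle wells of infected cells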
SUMO Mot1 rescue = yeast Mot1-301 growth rescue at high temperature, primary screen, SUMOylation pathway inhibitor project, S. cerevisiae, ATP luminescence, 38.5C. hit rate 1% among 320,000. growth rescue, % at 18.8 µM. S. cerevisiae Mot1-301 growth rescue; percent above DMSO median, 100 means doubled;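 active = every valid replicate shows activation above 250% relative to neutral control wells; inactive = the rest, any valid replicate at or below 250%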;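 note: OY570 slx delta 5 strain wells were the positive control but not used for scaling; some compounds called inactive have numbers as strong as hits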
phage Ecoli inh = growth loss of phage-infected E. coli, primary screen, RecBCD inhibitor project, absorbance, with phage, HTS | hit rate 0.26% among 360,000 | AID 651602, 2012 | inhibition, % at 11.9 µM; in the data active = inhibition above about 11%
DSG3 Ab inh = inhibitors of pemphigus antibody binding to DSG3, primary screen, biochemical, bead-based, flow cytometry, scFv-GFP; Desmoglein-3 (Homo sapiens), P32926; DSG3-coupled beads, scFv-anti-DSG3-GFP binding; stronger effect = lower value; binding (percent of control), % at 10 µM; hit rate 0.48% among 310,000; AID 588358, 2011;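 active = binding more than 3 SD below its plate's average and above zero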; note: some compounds called inactive have numbers as strong as hits
Target sequence (P32926 whole entry, looked up): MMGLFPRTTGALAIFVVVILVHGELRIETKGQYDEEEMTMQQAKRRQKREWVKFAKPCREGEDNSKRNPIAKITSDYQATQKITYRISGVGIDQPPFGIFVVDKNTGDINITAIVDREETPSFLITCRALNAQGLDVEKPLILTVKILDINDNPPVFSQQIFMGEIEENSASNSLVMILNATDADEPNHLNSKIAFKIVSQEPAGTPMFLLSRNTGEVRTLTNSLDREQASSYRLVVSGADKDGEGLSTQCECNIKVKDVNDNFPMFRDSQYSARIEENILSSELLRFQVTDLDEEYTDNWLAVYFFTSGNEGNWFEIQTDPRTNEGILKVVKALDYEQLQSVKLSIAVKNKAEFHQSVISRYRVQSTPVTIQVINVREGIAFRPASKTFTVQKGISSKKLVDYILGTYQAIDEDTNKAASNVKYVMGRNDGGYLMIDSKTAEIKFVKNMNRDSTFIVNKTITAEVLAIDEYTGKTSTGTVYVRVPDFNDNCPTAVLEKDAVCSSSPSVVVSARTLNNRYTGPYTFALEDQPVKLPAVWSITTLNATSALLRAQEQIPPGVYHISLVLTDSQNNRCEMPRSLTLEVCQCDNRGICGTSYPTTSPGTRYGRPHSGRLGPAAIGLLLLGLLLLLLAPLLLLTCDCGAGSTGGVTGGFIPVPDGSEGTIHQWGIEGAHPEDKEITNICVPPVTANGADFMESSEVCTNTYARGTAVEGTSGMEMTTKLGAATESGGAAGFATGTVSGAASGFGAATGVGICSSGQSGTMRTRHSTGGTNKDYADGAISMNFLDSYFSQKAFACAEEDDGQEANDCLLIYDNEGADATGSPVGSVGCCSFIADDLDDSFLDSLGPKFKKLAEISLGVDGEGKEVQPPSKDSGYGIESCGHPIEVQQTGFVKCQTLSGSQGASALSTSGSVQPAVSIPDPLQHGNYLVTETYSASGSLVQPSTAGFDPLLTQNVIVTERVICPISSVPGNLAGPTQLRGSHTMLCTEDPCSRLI
Ecoli viability = E. coli V3065 growth inhibition, primary screen, counter-screen for AddAB inhibitor project, absorbance, OD600. 18 h. inhibition, % at 11.9 µM. hit rate 0.27% among 330,000. AID 449728, 2010;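 active = inhibition above the campaign's mean inhibition across all tested compounds plus 3 SD, cut at about 9.9% in these data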;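 note: uninfected addAB+ strain grown without phage in ampicillin broth; 0% = DMSO wells and 100% = ciprofloxacin 0.95 µg/ml wells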
* hit, by the source's call; · = no result given.

Below each compound: HTR5A ag, Ecoli viability, MOR-DOR inv ag, SUMO Mot1 rescue, DSG3 Ab inh, HTR5A inv ag, phage Ecoli inh, PfHsp90 set2, AddAB inh, OPRM1-OPRD1 ag, PKA-R1A activ
1) NC(=O)c1ccc[n+](CC(=O)OCCC23CC4CC(CC(C4)C2)C3)c1
 : -1.8, -1.7, 19.3, -7.3, 96.8, 3.5, 2.6, ·, -1.1, -3.3, -7.3
2) O=C(CN(Cc1ccccc1Cl)C(=O)c1csnn1)NCCc1ccccc1
 : 3.7, -0.6, -12.0, 24.3, 116.7, -3.8, -0.5, 21.1, 2.0, 1.5, 9.4
3) Cc1c(CNCc2cccs2)c(C(=O)O)c(C)n1Cc1ccccc1
 : -4.2, -0.8, -27.2, ·, 100.6, -5.7, 2.5, -8.0, 2.9, 4.7, -2.9
4) COc1cccc(OC)c1NC(=O)Cc1nn(C)c(=O)c2ccccc12
 : 7.5, -0.6, 2.9, -29.6, 106.8, -20.2, 3.3, 7.7, 0.2, -0.5, -10.0
5) COc1cccc(CNC(=O)c2ccc(NC3=NC4CS(=O)(=O)CC4S3)cc2)c1 (stereo unspecified)
 : 1.4, -0.2, 21.2, 7.7, ·, -8.2, 2.4, 11.3, 0.5, -4.1, -5.2
6) Nc1ccc2c(c1)COC2=O
 : -1.6, 0.5, 9.1, -6.4, 112.5, 3.0, 2.1, ·, 0.1, -1.9, -11.2
7) Cc1cccc(C)c1NC(=O)NN(C(=O)c1ccccc1)C(C)(C)C
 : -8.7, -1.0, 17.5, 1.2, 95.7, 21.8, 3.4, 8.4, 5.7, -3.3, -3.4
8) CCC(=O)Nc1ccc(C(=O)c2ccccc2)cc1
 : 2.6, -0.2, 9.9, 7.5, 98.9, -6.4, 1.8, 1.4, -0.8, -2.0, -9.4
9) CSCCC(NC(=O)c1ccccc1Br)C(=O)NNC(=O)c1csc(N2CCOCC2)n1 (stereo unspecified)
 : 3.5, 0.6, 8.5, -2.5, 93.3, -20.4, 2.4, -1.8, -0.3, -1.3, 1.2
10) CN(C)S(=O)(=O)c1ccc(Cl)c(C(=O)NNC(=O)c2ccc3c(c2)OCO3)c1
 : -2.7, -2.8, -2.6, -17.5, 100.2, 6.6, 1.9, 3.8, 1.3, 0.7, -11.8
11) CC1=CC(=C2C(=O)c3ccccc3C2=O)C=C(C)N1Cc1ccco1
 : 5.0, -0.8, -18.1, 1.4, 95.0, -13.4, 4.0, -4.4, 1.8, 3.0, -10.4
12) C=CCNC(=O)/C(C#N)=C/c1cn(-c2ccccc2)nc1-c1cccs1
 : -2.1, 0.3, 8.6, -9.9, 67.6, 20.0, 1.7, -14.9, 2.0, -1.7, 0.7
13) Clc1ccc(C2=CC(c3ccco3)n3ncnc3N2)cc1 (stereo unspecified)
 : 0.3, -0.9, -10.8, 19.5, 114.9, -6.8, 2.2, -3.6, 1.4, 1.8, 1.9
14) C=CCOc1c(Br)cc(/C=N/Nc2ccc(C(=O)O)cc2)cc1OCC
 : 0.5, -1.9, 8.2, -12.6, 99.6, -2.9, 1.7, -1.8, -0.4, -1.5, -3.6
15) CC(C)(C)NC(=O)C(c1ccco1)N(Cc1ccc(F)cc1)C(=O)c1snc(C(N)=O)c1N (stereo unspecified)
 : -3.1, 2.5, 5.0, -6.8, 98.2, 21.5, 2.1, ·, 1.5, -0.9, -6.1

Compound profiles (already shown).
CC1=CC(=C2C(=O)c3ccccc3C2=O)C=C(C)N1Cc1ccco1 is listed as HTR5A ag: 5.0; Ecoli viability: -0.8; MOR-DOR inv ag: -18.1; SUMO Mot1 rescue: 1.4; DSG3 Ab inh: 95.0; HTR5A inv ag: -13.4; phage Ecoli inh: 4.0; PfHsp90 set2: -4.4; AddAB inh: 1.8; OPRM1-OPRD1 ag: 3.0; PKA-R1A activ: -10.4
NC(=O)c1ccc[n+](CC(=O)OCCC23CC4CC(CC(C4)C2)C3)c1 is listed as HTR5A ag: -1.8; Ecoli viability: -1.7; MOR-DOR inv ag: 19.3; SUMO Mot1 rescue: -7.3; DSG3 Ab inh: 96.8; HTR5A inv ag: 3.5; phage Ecoli inh: 2.6; PfHsp90 set2: ·; AddAB inh: -1.1; OPRM1-OPRD1 ag: -3.3; PKA-R1A activ: -7.3

Further compounds.
Below each compound: HTR5A ag, Ecoli viability, MOR-DOR inv ag, SUMO Mot1 rescue, DSG3 Ab inh, HTR5A inv ag, phage Ecoli inh, PfHsp90 set2, AddAB inh, OPRM1-OPRD1 ag, PKA-R1A activ
16) CN(CC(=O)Nc1cccc(F)c1)CC(=O)Nc1cccc(S(N)(=O)=O)c1
 : -2.8, 2.4, 5.8, 739.6*, 98.7, -79.5, -0.8, 18.1, 2.3, -1.1, 12.2
17) Cc1ccc(OCC(=O)Nc2c[nH]c(=O)[nH]c2=O)cc1C
 : 0.0, 1.0, 5.5, -1.2, 99.3, 0.1, -0.4, 10.3, 0.9, -0.9, -9.0
18) COc1cc(Cl)c(C)cc1NC(=O)c1ccccc1NC(=O)CN1CCOCC1
 : 0.0, 1.8, -2.8, 281.4, 97.0, 0.0, 1.1, -74.6, 2.9, 0.5, -1.5
19) Cc1cc(/C=C2\Cc3ccccc3C2=O)c(C)n1-c1ccccc1
 : -1.1, 0.4, -21.3, 155.5, 115.8, -13.4, 3.3, 17.2, 1.1, 3.1, -9.3
20) COc1ccc(Nc2nc3ccccc3n2C)cc1
 : -5.0, -0.3, 16.7, -5.0, 100.0, -25.1, -2.6, 2.4, -1.0, -3.4, 0.7
21) O=C(O)C1Cc2ccccc2CN1S(=O)(=O)/C=C/c1ccccc1 (stereo unspecified)
 : 5.5, 1.0, 1.6, -14.8, 106.9, -7.5, 5.0, -12.0, -3.0, -0.3, -0.8
22) CCCOc1ccc(-c2nc(C#N)c(N3CCC(C(N)=O)CC3)o2)cc1
 : -2.0, 0.8, -4.3, -16.0, 97.9, -4.9, 5.1, 10.7, 1.8, 0.8, -2.4
23) C/C(CC(=O)Nc1ccc(N(C)C)cc1)=N\NC(=O)c1ccncc1
 : -1.7, 1.0, 11.8, -4.2, 99.7, 4.5, 1.5, -0.1, 2.0, -2.1, -6.1
24) COc1ccccc1-c1cc2nc(C)c(CCC(=O)NC(C)CCc3ccco3)c(C)n2n1 (stereo unspecified)
 : 3.3, -0.3, 0.2, -15.7, 99.2, -9.3, 1.1, -10.3, 0.1, -0.1, -0.6
25) O=C(COc1ccccc1)NCC(c1ccco1)N1CCN(c2ccccc2F)CC1 (stereo unspecified)
 : -7.0, -3.4, -2.7, 1.6, 98.2, -2.6, -1.3, ·, -2.2, 0.5, 1.9
26) Cc1nn(-c2ccccc2Cl)c(Cl)c1/C=N/Nc1nc2ccccc2s1
 : 1.9, -1.3, 12.9, -27.6, ·, 2.0, 1.2, -12.9, 0.2, -2.7, -11.5
27) CCc1c(C(=O)N2CCOCC2)csc1C
 : 1.6, -0.4, 9.7, -5.3, 98.7, -30.8, 1.3, 20.6, 0.8, -1.9, 2.2
28) Cn1c(SCc2ccccc2F)nc2ccccc2c1=O
 : 6.5, 2.1, -52.9, -5.5, ·, -16.8, 3.5, -11.5, 0.5, 10.7, -4.6
29) O=C(Nc1ccc(S(=O)(=O)N2CCOCC2)cc1)c1ccc(S(=O)(=O)N2CCOCC2)cc1
 : 1.7, 0.3, 8.0, -1.0, 100.9, -6.8, -1.4, 29.4, 1.4, -1.4, -13.8
30) O=C(NCc1ccccc1)C(c1cccnc1)N(C(=O)c1ccccn1)c1ccccc1F (stereo unspecified)
 : 1.6, 1.4, -1.1, 75.2, ·, -12.6, 1.5, -17.1, 4.7, 0.1, -4.6
31) COc1nc(SCC(=O)Nc2ccccc2Cl)nc(N(C)C)n1
 : 0.6, 1.3, 5.5, -8.1, 93.2, -1.9, 3.2, 4.8, 2.4, -1.1, -14.9
32) N[C@@H](Cc1ccccc1)c1nnc(SC/C=C/c2ccccc2)o1
 : 2.1, 0.3, 12.6, 2.5, ·, -5.5, 2.5, -2.9, 0.9, -2.5, 6.7
33) O=C(c1cc(COc2ccc3ncccc3c2)on1)N1CCC[C@H]1CO
 : -4.7, 0.8, 5.0, -8.2, 102.7, 11.3, 2.8, 10.8, 0.3, -1.0, -7.9
34) CCc1ccc(NC(=O)c2ccc(-n3cncn3)c([N+](=O)[O-])c2)cc1
 : 3.0, 1.3, -28.6, -2.4, 98.5, -16.7, 1.9, 5.6, -1.2, 4.3, -6.3
35) CN1C(=O)c2ccccc2N(C)C1c1cccs1 (stereo unspecified)
 : -5.1, 0.5, 5.6, 9.1, ·, -2.6, 1.7, 6.0, 2.2, -1.2, 3.3
36) CN(Cc1nc2ccccc2c(=O)[nH]1)C(=O)COc1ccccc1Cc1ccccc1
 : -0.2, -1.2, -5.9, -8.7, 93.9, 15.0, 3.1, -21.3, -0.1, 1.5, -2.4
37) Cc1cccc(C(=O)NCCC(=O)NCc2ccccc2Cl)c1
 : -1.8, 0.3, 6.3, -2.1, ·, 4.6, 2.3, 2.7, 0.7, -1.6, 3.9
38) O=C(O)Cc1sc(-c2ccc(C(=O)O)cc2)nc1-c1ccccc1
 : 7.9, -0.3, 6.6, 425.6, 99.7, -20.4, 0.2, -1.1, 5.1, -1.3, -14.3
39) Cc1cc2c(cc1C)C(c1ccccc1F)CC(=O)N2 (stereo unspecified)
 : 3.0, -2.4, -1.2, 79.8, 112.2, -8.3, 0.7, 23.3, 1.0, 0.2, 4.4
40) CCOc1ccc(S(=O)(=O)N2CCOCC2)cc1NC(=O)CN1C(=O)NC2(CCCC2)C1=O
 : 7.9, -0.9, 10.8, -6.8, 97.6, 24.9, -1.2, 20.2, -0.7, -1.7, 9.4
41) CCOC(=O)c1ccc(N2C(=O)c3n[nH]c(C)c3C2c2ccc(OC)cc2)cc1 (stereo unspecified)
 : -5.7, 1.6, 18.0, 29.6, 75.2, 17.6, 1.5, -9.6, 1.6, -3.5, -3.0
42) Cc1nnc2sc(SCc3ccccc3Cl)nn2c1=O
 : 3.5, 1.9, 14.0, ·, 86.1, -9.8, 0.6, -8.3, 3.7, -3.0, -0.1
43) CCSc1nc(O)cc(=O)n1CC
 : 3.6, 0.4, 7.6, ·, 112.7, -10.0, -0.9, ·, 3.5, -1.6, -10.6

High-throughput results from PubChem.

Rows were taken by chance. Share with any hit: about 3.2%.
